bIAP inh – bovine intestinal alkaline phosphatase inhibitors, primary screen, selectivity assay for TNAP inhibitor project, biochemical, bovine IAP, CDP-star luminescence; alkaline phosphatase, intestinal [Bos taurus]; purified bovine IAP, 30 min; inhibition, % at 20 µM; 190,000 tested, under 10 active; AID 1019, 2008;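 active = over 50% inhibition of intestinal alkaline phosphatase at 20 µM in the single-dose screen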
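Assay system – bovine IAP enzyme · Quantity – bovine IAP at 1/65,000,000 final dilution · Detection – CDP-star luminescence signal · Times – 30 min reaction at room temperature · Also added – CDP-star substrate at 30 µM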
STAT3 act – IL-6 driven STAT3 reporter potentiators, primary screen, U3A cells, luciferase, luminescence, MLSCN library; activation (% of control), % at 5.6 µM; IL-6 STAT3-luciferase reporter; 100% = signal with IL-6 EC80 alone; 0.91% of 190,000 active;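 active = activation above the screen-wide mean of compound activation plus 3 SD, cut at about 130% in these data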;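 also: 0% = background luminescence of wells with medium and substrate only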
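System – human U3A cells carrying STAT3-luciferase construct · Probe or stimulus – Interleukin-6, 33 ng/mL · Schedule – compound 1 h, then IL-6 6 h at 37 °C · Signal – luminescence from STAT3-driven luciferase reporter · Evaluation – percent of IL-6-only median luminescence · Benchmarks – IL-6-only high control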
PPARg SRC2 recr – agonists of PPARg-SRC-2 recruitment, primary screen, biochemical, HTS. Peroxisome proliferator-activated receptor gamma (Homo sapiens), P37231. PPARgamma LBD-SRC-2 recruitment. activation, % at 8 µM. 0.34% of 200,000 active; in the data active = activation above about 22%;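 also: 0% = vehicle and 100% = reference agonist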
Target sequence (P37231 whole entry, looked up, the tested form may be a part): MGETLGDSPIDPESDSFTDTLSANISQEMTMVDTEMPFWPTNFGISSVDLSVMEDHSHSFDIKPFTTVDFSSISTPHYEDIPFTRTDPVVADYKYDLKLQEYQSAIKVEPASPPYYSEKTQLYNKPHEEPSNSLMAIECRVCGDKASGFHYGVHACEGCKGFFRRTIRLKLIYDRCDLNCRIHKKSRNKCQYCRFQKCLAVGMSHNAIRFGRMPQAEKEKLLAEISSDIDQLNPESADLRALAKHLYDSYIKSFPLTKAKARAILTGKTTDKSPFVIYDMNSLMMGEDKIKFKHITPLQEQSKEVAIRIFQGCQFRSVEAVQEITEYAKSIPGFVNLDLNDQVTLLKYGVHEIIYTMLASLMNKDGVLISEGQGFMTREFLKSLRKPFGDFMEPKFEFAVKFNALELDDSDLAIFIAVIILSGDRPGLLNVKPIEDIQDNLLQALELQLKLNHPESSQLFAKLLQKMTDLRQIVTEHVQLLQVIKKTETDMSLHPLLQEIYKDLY
ROMK mod – ROMK potassium channel modulators, primary screen, cell-based, thallium flux, MLSMR library; ATP-sensitive inward rectifier potassium channel 1 (Homo sapiens), P48048; Tet-inducible ROMK, thallium flux fluorescence; actives lie on both sides; B-score at 10 µM; 2% of 130,000 active; AID 1918, 2009;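 active = signal ratio slope over the read window, or its plate-corrected B-score, at least 3 SD from the plate mean, either direction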;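 also: B-score of the F/F0 ratio slope over 7 to 12 s after thallium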
SRC2 TRFRET art – TR-FRET signal artefacts, primary screen, artefact control for PPARgamma SRC-2 agonist project, biochemical; AID 1049, 2008; 0.4% of 200,000 active; TR-FRET artefact counter-screen; stronger effect = higher value; TR-FRET ratio at 8 µM; in the data active = TR-FRET ratio above about 2000; also: inactives centre near 1500
PPARg SRC-1 ag – PPARgamma agonists recruiting SRC-1 coactivator, primary screen, biochemical; PPARgamma-SRC-1 coactivator recruitment biochemical assay; activation, % at 8 µM; 0.41% of 200,000 active; AID 631, 2007; in the data active = activation above about 19%;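 also: 0% = DMSO and 100% = reference agonist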
TNAP act hiacc – TNAP activators at high phosphate acceptor level, primary screen, biochemical, luminescence, uHTS; activation factor at 20 µM; 200,000 tested, under 10 active; Alkaline phosphatase, tissue-nonspecific isozyme (Homo sapiens), P05186; purified TNAP, CDP-star luminescence, 1 M DEA, 30 min; stronger effect = higher value; 0 = EDTA background, 1 = DMSO-only activity;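 active = activation factor at least 2 at 20 µM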
Target sequence (P05186 whole entry, looked up): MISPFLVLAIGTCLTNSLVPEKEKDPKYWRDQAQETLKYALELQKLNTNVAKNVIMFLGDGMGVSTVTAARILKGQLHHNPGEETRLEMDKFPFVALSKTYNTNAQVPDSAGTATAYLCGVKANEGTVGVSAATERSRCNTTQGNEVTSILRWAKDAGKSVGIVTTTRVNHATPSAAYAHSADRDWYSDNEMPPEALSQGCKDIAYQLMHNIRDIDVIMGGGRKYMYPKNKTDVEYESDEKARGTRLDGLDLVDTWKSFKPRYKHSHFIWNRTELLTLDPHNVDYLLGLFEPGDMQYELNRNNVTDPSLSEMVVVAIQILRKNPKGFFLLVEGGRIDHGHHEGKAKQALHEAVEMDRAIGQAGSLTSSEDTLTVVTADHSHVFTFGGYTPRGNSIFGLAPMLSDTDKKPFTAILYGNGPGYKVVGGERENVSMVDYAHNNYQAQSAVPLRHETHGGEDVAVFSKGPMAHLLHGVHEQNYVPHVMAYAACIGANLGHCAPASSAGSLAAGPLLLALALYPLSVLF
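Dosing: 20 µM single point. System: human TNAP. Amount: TNAP 1/800 final. Incubation: 30 min, room temperature. Read-out: TNAP activation factor scaled between EDTA and DMSO control wells. Signal: luminescence from CDP-star hydrolysis. Medium: 1 M DEA, pH 9.8, Mg2+, Zn2+. Control set: EDTA negative control, DMSO positive control.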
STAT1 inh – STAT1 signaling inhibitors, primary screen, cell-based, HTS, luciferase reporter; NIH 3T3 STAT1-luciferase reporter, IFN-gamma, luminescence; inhibition, % at 5.5 µM; 0.35% of 200,000 active;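 active = inhibition above a set limit, the mean inhibition across all tested compounds plus 3 SD, cut at about 34% in these data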;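 also: 0% = IFN-gamma with DMSO and 100% = IFN-gamma with 300 µM nifuroxazide; values of inactives mirror those of a sister screen read the other way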
STAT3 blocker – IL-6 driven STAT3 reporter inhibitors, primary screen, U3A cells, luciferase, luminescence, MLSCN library. IL-6 STAT3-luciferase reporter; host cell line lacks STAT1. inhibition, % at 5.5 µM. 0.89% of 190,000 active;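 active = inhibition above the mean inhibition across all screened compounds plus 3 SD, cut at about 44% in these data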;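 also: 0% = DMSO only wells and 100% = 100 µM nifuroxazide control wells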
bIAP act – bovine intestinal alkaline phosphatase activators, primary screen, biochemical, bovine IAP, CDP-star luminescence; 0.17% of 200,000 active; alkaline phosphatase, intestinal [Bos taurus]; activation factor at 20 µM; purified bovine IAP, 30 min; stronger effect = higher value; fold of DMSO-control signal, blank-subtracted; AID 1016, 2008;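 active = activation factor of 2 or more at 20 µM, a signal rise over negative controls twice the positive control's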
PPARg SRC-3 ag – PPARgamma agonists recruiting SRC-3 coactivator, primary screen, biochemical; Peroxisome proliferator-activated receptor gamma (Homo sapiens), P37231; biochemical PPARgamma/SRC-3 coactivator recruitment assay; activation, % at 8 µM; 0.26% of 200,000 active; AID 731, 2007; in the data active = activation above about 23%;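 also: 0% = DMSO and 100% = reference agonist; some compounds past the cut are filed as inactive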
* hit, by the source's call; · = no result given.

SMILES	bIAP inh	STAT3 act	PPARg SRC2 recr	ROMK mod	SRC2 TRFRET art	PPARg SRC-1 ag	TNAP act hiacc	STAT1 inh	STAT3 blocker	bIAP act	PPARg SRC-3 ag
Cc1nc(SCCO)c2oc3ccccc3c2n1	5	91	3	-0.1	1427	-2	1	2	19	1	-9
CN(Cc1ccccc1)C(=O)COC(=O)c1ccc(Cl)cc1N	-8	98	-4	-0.16	1461	-3	1	-20	9	1.1	-5
CCCCC(=O)Nc1ccc(Cl)cn1	15	91	-1	·	1691	9	1.1	-4	15	0.9	-4
COc1ccc(-c2cc(=O)[nH]c(=S)[nH]2)cc1	-2	105	7	0.96	1668	9	1	-15	-3	1	10
COc1ccc(Nc2nc(C(=O)N3CCc4ccccc4C3)cs2)cc1	-29	97	7	·	1704	6	1	-7	7	1.3	4
CCSc1nnc(NC(=O)Cc2ccc(OC)c(S(=O)(=O)N3CCOCC3)c2)s1	10	90	2	0.72	1580	14	1	11	14	0.9	10
COc1ccc(OCC(=O)N/N=C/C2CC=CCC2)cc1 (centres undefined)	-6	103	14	·	1716	8	1	-8	-1	1.1	6
Cc1ccc(C)c(C(=O)COc2ccc(C)nc2[N+](=O)[O-])c1	11	104	7	-0.88	1402	2	1	3	-8	0.9	6
N/C(=N\OC(=O)c1cc(-c2ccccc2)nc2ccccc12)c1ccncc1	2	94	3	-1	1460	-4	1	0	14	1	2
Cn1c(C(=O)N2COCC2(C)C)cc2c(=O)n3ccccc3nc21	-9	90	11	0.012	1574	8	1	-20	14	1.1	12
Cc1cccc2sc(NC(=O)C3=NN(c4ccccc4)C(=O)CC3)nc12	-8	119	-3	·	1472	-2	1	-7	-28	1.1	3
COCCn1c(=O)[nH]c2cc(C(=O)OC)ccc2c1=O	7	103	2	·	1438	11	1	3	3	0.9	10
O=C1CCCc2nc(N3CCCCC3)sc21	10	103	2	·	1447	-4	1.1	-12	-2	0.9	-5
N#C/C(=C/C=C/c1ccccc1)C(=O)Nc1ccccc1	12	91	11	·	1621	-1	1	22	16	0.9	-2
Cc1ccc(CSc2ccc(C(=O)N3CCOCC3)cc2[N+](=O)[O-])cc1	0	101	-4	0.073	1493	-7	1	4	7	1	1
CCOc1c(Cl)cc(CNCC(C)C)cc1OC	4	119	13	-0.31	1505	3	1	-2	-14	1	-11
O=C(/C=C/Nc1ccc(F)cc1)c1ccco1	23	77	3	·	1568	4	1	-24	29	0.8	-21
Cc1cc(C)cc(N(CC(=O)NCc2ccco2)C(=O)CCC(=O)Nc2ccccn2)c1	-4	102	16	0.011	1468	5	1	-7	4	1	-2
CC1(C)Oc2ccc(C(=O)NC3CCCC3)cc2N(CC(=O)NC2CCCCC2)C1=O	-2	104	8	0.12	1561	-4	1	9	-2	1	-2
Cc1sc2nc(-c3ccco3)oc(=O)c2c1C	3	101	0	·	1528	-6	1	-10	3	1	2
COc1ccccc1CC(=O)Nc1ccc(-c2nnc(-c3ccco3)o2)cc1	0	92	-1	·	1314	0	1	-6	17	1	0
Cc1cc(O)c(-c2cc(C(=O)Nc3ccc(S(=O)(=O)N4CCOCC4)cc3)[nH]n2)cc1C	-14	85	1	·	1386	-5	1	1	21	1.1	-6
O=C(Cn1nc(-c2ccc(N3CCOCC3)c([N+](=O)[O-])c2)c2ccccc2c1=O)N1CCCCC1	-8	103	0	·	1393	1	1	-2	4	1.1	-1
CC(C)(C)C(=O)CN1CCN(S(=O)(=O)c2ccc(F)cc2)CC1	-3	102	6	·	1774	6	1	3	1	1	-4
CN(c1ccccc1)P(=O)(N(C)c1ccccc1)N(C)c1ccccc1	-17	102	-2	1.2	1364	3	1	6	-1	1.2	3
Cn1c(=O)[nH]c(=O)c2c1nc(SCCN1CCOCC1)n2Cc1ccccc1	8	105	-3	0.047	1615	0	1.1	-2	-3	0.9	-13
COc1ccccc1C1C2CCCCC2(O)CCN1CC(=O)Nc1ccccc1 (centres undefined)	1	102	-2	·	1424	-6	1	-1	-2	1	8
Cn1c(=O)c2c(ncn2CC(=O)Nc2nnc(Cc3ccccc3)s2)n(C)c1=O	8	101	-3	·	1241	-1	1	0	0	0.9	-4
O=C(CCCOc1ccc(Cl)cc1Cl)Nc1ccccn1	-4	100	-7	-0.63	1495	-5	1.1	-8	2	1	-1
COc1ccc(OC)c(CCNC(=O)CS(=O)(=O)Cc2nc(-c3ccccc3C)oc2C)c1	-7	111	-6	·	1539	13	1	4	-8	1.1	4
O=C(Nc1nnc(-c2ccco2)o1)c1cccc(Cl)c1	5	103	6	2.5	1550	-4	1	4	2	1	-4
Cc1ccc(NC(=O)CCC(=O)NNC(=O)COc2ccccc2)c(C)c1	26	100	3	0.14	1573	6	1	6	-3	0.7	2
c1ccc(-c2cc(N3CCOCC3)nc3ccccc23)cc1	-16	95	4	-0.62	1616	0	1	8	11	1.2	6
CCOC(=O)c1c(-c2ccccc2)nc2cc(C)ccn12	4	106	-2	·	1570	4	1	-37	-6	1	-3
COc1ccc(-c2nc(CSCC(=O)NCCC3=CCCCC3)c(C)o2)cc1OC	0	98	11	·	1743	11	1.1	7	6	1	13
CC1CCN(C(=S)Nc2cccc(S(=O)(=O)N(C)C)c2)CC1	-5	95	-6	-0.31	1722	3	1	0	13	1.1	-2
COc1ccc([N+](=O)[O-])cc1COc1cc(C)cc2oc(=O)cc(-c3ccccc3)c12	4	110	-7	·	1384	0	1.1	4	-4	1	7
CC1(C)c2ssc(=S)c2-c2ccccc2N1C(=O)CSC1=NCCS1	17	90	9	·	1476	4	0.9	6	16	0.8	2
COc1ccc(C(CC(=O)NC(C)(C)C)n2cccc2)cc1 (centres undefined)	4	96	-2	1.2	1291	-2	1.1	-10	6	1	-5
COc1ccc(C(=O)Nc2cccc(C(C)=O)c2)cc1OC	4	99	0	2.3	1473	0	1	1	7	1	-2

13 neighbouring records from above:
SMILES	bIAP inh	STAT3 act	PPARg SRC2 recr	ROMK mod	SRC2 TRFRET art	PPARg SRC-1 ag	TNAP act hiacc	STAT1 inh	STAT3 blocker	bIAP act	PPARg SRC-3 ag
CCSc1nnc(NC(=O)Cc2ccc(OC)c(S(=O)(=O)N3CCOCC3)c2)s1	10	90	2	0.72	1580	14	1	11	14	0.9	10
COc1ccc(OCC(=O)N/N=C/C2CC=CCC2)cc1 (centres undefined)	-6	103	14	·	1716	8	1	-8	-1	1.1	6
Cc1ccc(C)c(C(=O)COc2ccc(C)nc2[N+](=O)[O-])c1	11	104	7	-0.88	1402	2	1	3	-8	0.9	6
N/C(=N\OC(=O)c1cc(-c2ccccc2)nc2ccccc12)c1ccncc1	2	94	3	-1	1460	-4	1	0	14	1	2
Cn1c(C(=O)N2COCC2(C)C)cc2c(=O)n3ccccc3nc21	-9	90	11	0.012	1574	8	1	-20	14	1.1	12
Cc1cccc2sc(NC(=O)C3=NN(c4ccccc4)C(=O)CC3)nc12	-8	119	-3	·	1472	-2	1	-7	-28	1.1	3
COCCn1c(=O)[nH]c2cc(C(=O)OC)ccc2c1=O	7	103	2	·	1438	11	1	3	3	0.9	10
O=C1CCCc2nc(N3CCCCC3)sc21	10	103	2	·	1447	-4	1.1	-12	-2	0.9	-5
N#C/C(=C/C=C/c1ccccc1)C(=O)Nc1ccccc1	12	91	11	·	1621	-1	1	22	16	0.9	-2
Cc1ccc(CSc2ccc(C(=O)N3CCOCC3)cc2[N+](=O)[O-])cc1	0	101	-4	0.073	1493	-7	1	4	7	1	1
CCOc1c(Cl)cc(CNCC(C)C)cc1OC	4	119	13	-0.31	1505	3	1	-2	-14	1	-11
O=C(/C=C/Nc1ccc(F)cc1)c1ccco1	23	77	3	·	1568	4	1	-24	29	0.8	-21
Cc1cc(C)cc(N(CC(=O)NCc2ccco2)C(=O)CCC(=O)Nc2ccccn2)c1	-4	102	16	0.011	1468	5	1	-7	4	1	-2

Next part.
SMILES	bIAP inh	STAT3 act	PPARg SRC2 recr	ROMK mod	SRC2 TRFRET art	PPARg SRC-1 ag	TNAP act hiacc	STAT1 inh	STAT3 blocker	bIAP act	PPARg SRC-3 ag
COc1ccc(-c2ccc(CCC(=O)O)n2NC(=O)c2cccs2)cc1	2	100	-2	-0.84	1552	-3	1	-5	1	1	-5
CCCCn1c(N)c(N(CCOC)C(=O)COc2ccc(Cl)cc2)c(=O)[nH]c1=O	-4	106	5	0.3	1508	13	1	-5	-5	1	0
CCC(C)c1ccc(O)c(NC(=O)c2cccnc2)c1 (centres undefined)	14	79	11	·	1590	15	1	8	28	0.9	14
Cc1ccc2nc(NCCCO)[nH]c2c1	·	103	4	·	1536	-5	·	-1	1	·	15
Cc1cccc(CSCCNC(=O)Nc2ccccc2)c1	-1	89	-4	·	1569	1	1	6	15	1	3
Cc1ccccc1NC(=O)CCC(=O)OCC(=O)c1cccc([N+](=O)[O-])c1	5	106	-6	-0.39	1510	0	1.1	1	-1	1	-1
COCCN(CCOC)S(=O)(=O)c1ccc(C(=O)Nc2nc(-c3ccccc3)c(C(=O)c3ccccc3)s2)cc1	-3	103	-1	0.55	1541	-3	1	-5	-2	1	-3
CN1CCc2c(sc(N)c2C(N)=O)C1	6	96	5	·	1803	0	1	11	9	0.9	6
Cc1oc(-c2cccc(Cl)c2)nc1CN(C)C1CCOC1 (centres undefined)	-20	98	0	·	1594	4	1	-1	4	1.2	4
COC(=O)C(CC(C)C)NC(=O)C(Cc1ccccc1)NC(=O)C1CCCN1C(=O)OC(C)(C)C (centres undefined)	-21	105	7	0.14	1669	6	1.1	-8	1	1.2	8
Oc1ccc(Cl)cc1C1=Nc2ccccc2N=C(c2ccco2)C1	10	109	0	-0.91	1508	-2	1	7	-7	0.9	10
COC(=O)c1cn(CC(=O)NCc2cccs2)c2ccccc12	10	122	-1	·	1469	1	1	-23	-24	0.9	2

Compound activity as filed in PubChem BioAssay.

Outcome played no part in choosing rows; about 3.7% have a hit in one of these screens.
